Screening data from PubChem.
Anthrax LF prot – inhibitors of Bacillus anthracis lethal factor protease. 0.12% of 360,000 active. AID 588501. inhibition, % at 10 µM. P15917. multiplex microsphere protease cleavage assay, LF; also: plate controls were buffer without enzyme for full effect and enzyme alone for no effect
Target sequence (P15917 whole entry, looked up): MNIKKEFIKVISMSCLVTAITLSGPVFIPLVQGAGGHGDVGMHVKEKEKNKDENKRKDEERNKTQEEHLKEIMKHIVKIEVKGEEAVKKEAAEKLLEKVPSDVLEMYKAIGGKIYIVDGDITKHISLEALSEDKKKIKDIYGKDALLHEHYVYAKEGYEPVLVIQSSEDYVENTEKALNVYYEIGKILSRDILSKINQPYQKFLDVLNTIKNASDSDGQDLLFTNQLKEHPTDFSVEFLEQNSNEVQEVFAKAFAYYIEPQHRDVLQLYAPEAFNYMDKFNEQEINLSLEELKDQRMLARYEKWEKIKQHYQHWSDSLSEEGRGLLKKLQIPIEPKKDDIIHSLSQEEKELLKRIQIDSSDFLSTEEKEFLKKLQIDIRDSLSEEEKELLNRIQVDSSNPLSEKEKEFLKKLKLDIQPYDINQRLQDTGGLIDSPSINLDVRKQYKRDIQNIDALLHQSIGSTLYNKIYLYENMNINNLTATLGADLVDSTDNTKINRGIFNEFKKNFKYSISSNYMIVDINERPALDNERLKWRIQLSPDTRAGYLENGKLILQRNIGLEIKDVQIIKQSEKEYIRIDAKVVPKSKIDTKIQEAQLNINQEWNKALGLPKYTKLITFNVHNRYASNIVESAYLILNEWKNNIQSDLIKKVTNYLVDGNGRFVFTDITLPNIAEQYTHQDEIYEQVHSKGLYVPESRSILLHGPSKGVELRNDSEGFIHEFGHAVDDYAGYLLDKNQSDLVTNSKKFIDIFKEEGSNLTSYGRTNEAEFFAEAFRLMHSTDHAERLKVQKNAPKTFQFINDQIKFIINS
DUSP3 inh – blocks human VHR1 dual specificity phosphatase; P51452; recombinant VHR phosphatase, pNPP absorbance; inhibition, % at 13.3 µM; 0.52% of 290,000 active; in the data active = inhibition above about 50%; also: some compounds called inactive have numbers as strong as hits
BoNT-A LC inh2 – blocks Botulinum neurotoxin A light chain protease; multiplex microsphere protease substrate cleavage, flow cytometry; inhibition, % at 10 µM; 0.17% of 360,000 active; AID 588499; also: plate controls were buffer without enzyme for full effect and enzyme alone for no effect
Rv3671c inh – Rv3671c (M. tuberculosis) protease inhibition; P9WHR9; inhibition, % at 5.96 µM; AID 2606; 0.048% of 320,000 active; in the data active = inhibition above about 38%;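 also: extracellular domain of Rv3671c used as enzyme; 0% = enzyme with DMSO and 100% = no enzyme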
CCHF vOTU inh – CCHFV vOTU protease inhibition | 0.55% of 370,000 active | inhibition, % at 11.5 µM | Pep-AMC fluorescence; in the data active = inhibition above about 30%; also: 0% = vehicle wells with enzyme and 100% = no enzyme wells
BoNT F protease – BoNT F light chain protease inhibition | inhibition, % at 10 µM | 0.22% of 360,000 active | Multiplex microsphere protease cleavage assay, flow cytometry; in the data active = inhibition above about 35%, passing the limit was not always enough; inconclusive = no clear call, values can overlap the other calls; also: plate controls were buffer without enzyme for full effect and enzyme alone for no effect
SSB-PriA inh – inhibitors of Klebsiella pneumoniae PriA binding to SSB C-terminal tail; AlphaScreen SSBct-PriA binding, biotinylated peptide; 0.6% of 430,000 active; inhibition, % at 33 µM; in the data active = inhibition mostly above about 37%, no sharp cut-off; inactive = mostly below about 20%;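 also: plate controls were negative control peptide for no effect and reference peptide for full effect; strong numbers were not always called active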
MazF activator – activators of E. coli MazEF toxin-antitoxin RNase; FAM/BHQ RNA-DNA oligo cleavage fluorescence, 5 h; activation, % at 20 µM; 0.32% of 350,000 active; in the data active = activation above about 50%
Target sequence (P0AE70 whole entry, looked up): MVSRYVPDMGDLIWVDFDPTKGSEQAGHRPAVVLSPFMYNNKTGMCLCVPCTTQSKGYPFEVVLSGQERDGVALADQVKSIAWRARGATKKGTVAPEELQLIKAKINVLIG
PrPC surface inh – cell surface PrPC inhibition, primary TR-FRET screen | P04156 | TR-FRET read-out | inhibition, % at 13.8 µM | 0.43% of 370,000 active; in the data active = inhibition above about 24%; also: 0% = median of the test wells and 100% = reference compound wells
3CLpro inhibitor – SARS-CoV 3CLpro protease inhibition; 0.14% of 290,000 active; P0C6X7; inhibition, % at 6 µM; recombinant SARS-CoV 3CLpro, quenched FRET peptide cleavage; in the data active = inhibition above about 12%
Numbers without * were called inactive; ? = inconclusive; . = not tested or not shown. Rule as the data show it, unless noted: active = inhibition above about 30%; inconclusive = no clear call, values can overlap the other calls; inactive = below that. Not all compounds are listed, so the mix of outcomes need not match the whole.

SMILES	Anthrax LF prot	DUSP3 inh	BoNT-A LC inh2	Rv3671c inh	CCHF vOTU inh	BoNT F protease	SSB-PriA inh	MazF activator	PrPC surface inh	3CLpro inhibitor
CCCc1cc(-c2n[nH]c(=S)n2CC)c2ccccc2n1	0	0	0.1	-21	.	3	0	6	.	4
CN(C)S(=O)(=O)Oc1ccsc1C(=O)Nc1cccc(Cl)c1Cl	2	25	-1.0	-21	8	2	-16	4	0	-1
COc1ccccc1NC(=O)/C(C#N)=C/c1cccn1C	3	.	-0.8	2	10	-6	0	-3	-13	.
CCOc1cccc2cc(C(=O)Nc3cc(C)on3)c(=O)oc12	-2	4	?	0	-20	-4	-8	-11	-6	-4
O=S(=O)(CS(=O)(=O)c1ccc(Cl)cc1)c1ccc(Cl)cc1	-2	8	-0.4	3	-7	-1	-16	0	-4	1
O=C(Nc1ccc([N+](=O)[O-])cc1)c1cncc(Br)c1	2	1	-1.4	-1	0	0	-2	-1	-12	-1
Cc1ccc(NC(=O)CN(C)C(=O)Cn2cc(C(F)(F)F)ccc2=O)cc1	0	18	-0.5	6	-12	-8	-7	2	4	0
O=C(Nc1cccnc1Cl)c1cc(-c2cccc(O)c2)on1	0	17	0.6	-57	2	4	-11	12	6	3
CCOC(=O)c1ccc(NC(=O)C2C3CCCCC32)cc1 (centres undefined)	-5	18	-1.5	.	-4	-4	-12	-1	1	-2
COC(=O)[C@@H](NC(=O)NC1CCN(Cc2ccccc2)CC1)C(C)C	3	0	-0.9	6	-4	2	-13	-6	1	-7
COc1ccc2oc(C(=O)NCCN3CCOCC3)c(C)c2c1OC	-1	-24	-1.2	-2	-28	-7	-11	-7	-5	0
COc1ccc(CC(C)NC2CCCCCC2)cc1 (centres undefined)	-7	13	-4.8	-14	3	-10	-4	7	4	-9
Cc1cccc(N(C)C(=O)c2cc3c(=O)[nH]c4ccc(C)cc4c3s2)c1	0	21	-1.3	-13	6	-6	-7	-4	5	-2
COc1ccc(S(=O)(=O)N/N=C(/C)c2cccc(NC(=O)c3ccccc3Cl)c2)cc1	-1	10	0.5	-14	9	-7	.	4	-5	-1
O=C(/C=C/c1c(F)cccc1Cl)NCc1ccco1	-1	4	0.2	10	-2	-4	8	-4	-5	-4
NS(=O)(=O)c1ccc(CCNC(=O)CN2CCCCC2)cc1	-1	10	-0.9	-3	18	-7	-11	-3	4	4
O=C(Nc1ccccc1F)c1ccc2c(c1)CCN2S(=O)(=O)c1ccccc1	-1	44	1.0	-23	12	5	5	0	-1	-1
Cc1cc(C)c2c(N)c(C(=O)NNC(=O)c3ccccc3)sc2n1	-5	5	0.2	16	-7	-2	-3	11	0	-8
O=c1c(Cc2c(F)cccc2Cl)c(O)ccn1CCc1c[nH]c2ccccc12	-1	32	-1.1	1	3	-6	-14	7	-4	0
C=CCn1c(SCc2nnc(-c3ccccc3)o2)nnc1C(O)c1ccccc1 (centres undefined)	-6	-2	?	2	-28	4	-16	7	2	0
Cc1cnc(NC(=O)/C=C/c2ccc(Br)o2)s1	-2	9	0.9	-3	2	-2	-2	-14	-4	3
Clc1ccccc1Cn1c(/C=C/c2ccco2)nc2ccccc21	0	12	3.3	-11	-20	-2	-3	-3	7	4
O=[N+]([O-])c1ccc2[nH]c(=S)sc2c1	2	.	0.6	.	8	2	-7	15	-20	.
COc1ccc(S(=O)(=O)N2CCCCC2)cc1NC(=O)C1CC(=O)N(Cc2ccco2)C1 (centres undefined)	-1	.	0.3	4	4	4	-3	6	-3	.
CCCC(CCC(=O)Nc1ccc(S(N)(=O)=O)cc1)C(=O)O (centres undefined)	4	30	1.2	-7	8	4	-5	5	3	-1
CCN(CC)C(=O)C1CCN(c2ncnc3c2cnn3-c2ccc(C)cc2C)CC1	0	34	-0.2	-1	9	7	-11	-6	2	-5
CCOC(=O)N1CCC(NCCNC(=O)c2ccccc2Cl)CC1	1	7	2.6	-2	-11	6	-5	5	-4	0
Cc1ccc(OCC(=O)Nc2ccccc2C(=O)N2CCCC2)cc1	5	9	6.5	-5	-4	1	-3	-1	-2	-2
CC(C)Oc1ccc(CCC(=O)NNC(=O)CCC(=O)O)cc1	-5	-18	0.4	-4	19	-1	-17	2	-9	1
CCOC(=O)Nc1cccc(C(=O)O)c1	-1	18	0.5	1	0	0	0	2	4	1
COc1ccc(N2C[C@H](CSC)[C@@H](CC(=O)Nc3ccccc3)C2=O)cc1	-4	.	-0.2	.	10	0	.	5	-1	.
CN(c1cccc(NC(=O)c2cccc([N+](=O)[O-])c2)c1)S(C)(=O)=O	-3	-10	-0.4	-2	8	-4	-9	2	-24	5
CCCNC(=O)c1cc(C2CCCCN2S(=O)(=O)Cc2cccc(C(F)(F)F)c2)on1 (centres undefined)	-5	.	-0.7	.	11	-4	.	.	0	.
O=C(CCc1ccco1)CCc1ccco1	0	.	0.3	.	-4	11	-2	7	-1	.
Cc1cc(C(=O)O)oc(=O)c1	-4	-15	0.0	2	-5	-13	-15	4	-6	-1
COc1cnc(-c2ccccc2)nc1Oc1ccc(Cl)cc1C	-5	-1	-0.2	-8	-1	1	-7	-3	4	0
O=C1c2cccc3cccc(c23)C(c2nc3ccccc3[nH]2)N1C1CC1 (centres undefined)	-8	.	-0.9	.	5	2	.	.	-11	.
Cc1ccc(C)c(CN2CCCNC2=O)c1	1	29	-0.2	3	2	3	0	4	5	2
COc1ccc2nc(NC(=O)C3=NN(c4ccccc4)C(=O)CC3)sc2c1	-3	13	-0.3	-6	-2	-9	6	0	-5	10
O=[N+]([O-])c1cccc(N=NN(CCO)c2cccc([N+](=O)[O-])c2)c1	-2	27	-0.6	6	7	4	-6	12	-4	-2
O=C(NCc1ccco1)c1cc([N+](=O)[O-])ccc1N1CCCCC1	2	-2	1.3	-9	-5	1	10	-6	-24	-6
O=C1CCCC2=C1C(c1cccs1)n1ncnc1N2 (centres undefined)	-4	14	-1.5	2	-14	-16	-7	5	-4	1
C#CCOCCOCCOCCNc1nc(N2CCN(C(=O)[C@H](CCCCN)n3cc(CN)nn3)CC2)nc(N2CCN(C(=O)[C@H](CCCN=C(N)N)n3cc(C(N)[C@H](C)CC)nn3)CC2)n1 (some centres undefined)	-10	.	-1.1	-8	-1	-30	0	14	4	.
COc1ccc(NC(=O)CC2C(=O)N(c3cccc(OC)c3)C(=O)N2C2CCCCC2)cc1 (centres undefined)	-2	28	-0.1	2	-4	8	-6	-3	7	2
CC12CCC(/C(=C/NNc3ccc([N+](=O)[O-])cc3[N+](=O)[O-])C1=O)C2(C)C (centres undefined)	-4	.	0.2	.	17	-5	.	6	-8	.
O=C1N(Cc2cccnc2)C[C@@H]2C[C@@H](c3ccccc3C(F)(F)F)N3CCC[C@@]123	-2	12	0.2	7	-18	-4	-4	-23	1	3
O=C(CCN1C(=O)c2ccccc2S1(=O)=O)Nc1nc2c(s1)CCCC2	-1	14	-0.5	-10	-11	-3	-7	5	2	7
COCCCNC(=O)CN(c1cc(Cl)cc(Cl)c1)S(C)(=O)=O	-4	9	?	-1	-4	-1	-6	-6	-4	-2
O=[N+]([O-])c1cc(-c2csc(NCCc3nc4cc(C(F)(F)F)ccc4n3CCCO)n2)ccc1Cl	-2	.	-0.5	3	-4	-8	-2	3	-12	.
O=C(COC(=O)c1cc([N+](=O)[O-])ccc1N1CCOCC1)Nc1ncc(Cl)cc1Cl	-2	19	0.0	-5	2	1	-23	0	-16	-5
CCCCCc1c2c(cc(O)c1C(=O)O)OC(=O)c1cc(C(=O)CCCC)c(OC)cc1O2	1	.	0.6	10	23	1	-1	-3	7	.
CCCN(CC(=O)Nc1ccc(F)c(F)c1F)C(=O)c1cc([N+](=O)[O-])ccc1N1CCOCC1	-4	.	-0.1	2	10	-10	8	-1	-20	.
CN1CCN(C2CN(Cc3cn(Cc4ccc(F)cc4)nn3)S(=O)(=O)C2)CC1 (centres undefined)	-9	.	-0.8	.	-3	0	.	.	-4	.
N#Cc1cc(N2CCOCC2)nc2ccccc12	8	29	2.6	2	2	-2	-10	7	-6	-3
CC(=O)c1c(N2CCN(Cc3ccc4c(c3)OCO4)CC2)nc(=S)n(-c2ccccc2)c1C	4	37	7.6	8	-2	-16	9	6	14	-2
NCCCNC(=O)c1cc2ccccc2[nH]1	-4	37	-0.6	-2	-1	-6	-6	7	-5	-1
c1ccc(C2CCC(N3CCNCC3)CC2)cc1 (centres undefined)	1	1	-0.2	2	-11	2	0	5	-3	-4
COc1ccc(-n2nc3c(c2NC(=O)CCCCl)CSC3)cc1	0	25	1.5	4	1	8	1	10	-3	-6
O=C(Oc1cc(-c2ccccc2)no1)c1ccc(Cl)cc1	1	37	0.1	1	-1	2	-10	5	7	5
O=C1CCCC(O)=C1C=Nc1ccc2c(c1)oc1ccccc12	-3	-5	0.3	0	2	0	-12	6	4	1
The list goes on:
SMILES	Anthrax LF prot	DUSP3 inh	BoNT-A LC inh2	Rv3671c inh	CCHF vOTU inh	BoNT F protease	SSB-PriA inh	MazF activator	PrPC surface inh	3CLpro inhibitor
O=C(O)c1ccc(/C=C2\SC(=S)N(Nc3ccccc3)C2=O)cc1	7	8	-1.4	-4	15	7	-2	-9	6	-1
COc1ccc(O)c(CN2CC3CCC(CC3)C2)c1	0	.	-0.2	.	-16	5	-2	7	3	.
CC(NC(=O)/C=C/c1ccc(Br)cc1)c1ccccc1 (centres undefined)	-1	-2	-0.4	4	-7	-6	-25	11	0	7
CS(=O)(=O)c1cccc(NC(=O)C2CCCN2S(=O)(=O)c2ccc(F)cc2)c1 (centres undefined)	3	8	-2.2	11	2	-10	4	14	-1	-4
Nc1c(N(Cc2ccccc2)C(=O)COc2ccc(F)cc2)c(=O)[nH]c(=O)n1Cc1ccccc1	1	21	0.0	-8	-1	0	-4	-1	-2	1
Cc1ccc(/C=N/n2c(C)cc(C)c(C#N)c2=O)o1	-1	4	-0.6	9	1	-3	.	1	4	3
O=c1c(-c2ccc(Br)cc2)coc2c(CN3CCOCC3)c(O)ccc12	-2	-2	0.4	2	-11	-3	10	2	-2	0
Cc1cc(O)c(/C=N/Nc2ccc(F)cc2)c(=O)o1	-4	18	-2.3	6	-6	1	.	5	3	0
CCN1CCCC1CNC(=O)c1ccc(CS(=O)(=O)c2ccccc2C)o1 (centres undefined)	.	-8	.	2	4	.	-7	-12	-5	0
COc1ccccc1NC(=O)Nc1nc(CC(=O)Nc2cccc(F)c2)cs1	2	.	2.6	-48	19	12	5	9	10	.
CC[N+]12CCC(CC1)C(C(O)(c1ccccc1)c1ccccc1)C2 (centres undefined)	-12	13	-1.0	2	3	-1	-9	0	2	2
COCCOC(=O)c1c(C)oc2ccc(OC(=O)c3ccc4c(c3)OCO4)cc12	-3	16	1.8	-9	-11	7	-11	1	-2	-3
COc1ccc(C(C(=O)NCC2CCCO2)N(C(=O)CNC(=O)c2cccs2)c2ccccc2)cc1OC (centres undefined)	-3	-8	0.1	15	-10	1	-8	2	-2	1
CN1CCCC1CCNc1ccc2c(=O)c3ccccc3oc2c1 (centres undefined)	-12	29	-0.1	-9	-222	-5	-8	3	2	-7
COc1ccc(C(=O)NCc2nnc(SCC(=O)N3CCc4ccccc43)n2Cc2ccccc2)cc1	-1	-3	0.2	2	-1	6	-5	3	-4	-5

Complete entries, quoted from the list. Values in the order: Anthrax LF prot | DUSP3 inh | BoNT-A LC inh2 | Rv3671c inh | CCHF vOTU inh | BoNT F protease | SSB-PriA inh | MazF activator | PrPC surface inh | 3CLpro inhibitor
`Cc1ccc(NC(=O)CN(C)C(=O)Cn2cc(C(F)(F)F)ccc2=O)cc1` in the list: 0 | 18 | -0.5 | 6 | -12 | -8 | -7 | 2 | 4 | 0
`O=C(Nc1ccccc1F)c1ccc2c(c1)CCN2S(=O)(=O)c1ccccc1` in the list: -1 | 44 | 1.0 | -23 | 12 | 5 | 5 | 0 | -1 | -1
`O=[N+]([O-])c1ccc2[nH]c(=S)sc2c1` in the list: 2 | . | 0.6 | . | 8 | 2 | -7 | 15 | -20 | .
